CCHFV vOTU inh = blocks the CCHF virus ovarian tumor domain protease | CCHFV vOTU protease, Pep-AMC fluorescence | inhibition, % at 11.5 µM | actives 0.55% (n = 370,000); further: 0% = vehicle wells with enzyme and 100% = no enzyme wells
BoNT-F LC inh = inhibitors of Botulinum neurotoxin F light chain protease. inhibition, % at 10 µM. Multiplex microsphere protease cleavage assay, flow cytometry. actives 0.22% (n = 360,000); in the data active means inhibition above about 35%, passing the limit was not always enough; further: plate controls were buffer without enzyme for full effect and enzyme alone for no effect
Mtb BioA inh = BioA (M. tuberculosis) enzyme inhibition. purified M. tuberculosis BioA enzyme, plate reader. inhibition, % at 9.99 µM. actives 0.096% (n = 360,000); in the data active means inhibition above about 40%
Mtb UGM inh = inhibitors of M. tuberculosis UDP-galactopyranose mutase; P9WIQ1; purified UGM, fluorescence polarization probe displacement; inhibition, % at 10 µM; actives 0.06% (n = 320,000); AID 504406; in the data active means inhibition above about 10%, passing the limit was not always enough
FBA Mtb inh = inhibits M. tuberculosis FBA enzyme; actives 2.3% (n = 360,000); inhibition, % at 1 µM; purified M. tuberculosis FBA, fluorescence read-out; in the data active means inhibition above about 27%;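 further: 0% = vehicle and 100% = reference inhibitor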
Target sequence (P9WQA3 whole entry, looked up): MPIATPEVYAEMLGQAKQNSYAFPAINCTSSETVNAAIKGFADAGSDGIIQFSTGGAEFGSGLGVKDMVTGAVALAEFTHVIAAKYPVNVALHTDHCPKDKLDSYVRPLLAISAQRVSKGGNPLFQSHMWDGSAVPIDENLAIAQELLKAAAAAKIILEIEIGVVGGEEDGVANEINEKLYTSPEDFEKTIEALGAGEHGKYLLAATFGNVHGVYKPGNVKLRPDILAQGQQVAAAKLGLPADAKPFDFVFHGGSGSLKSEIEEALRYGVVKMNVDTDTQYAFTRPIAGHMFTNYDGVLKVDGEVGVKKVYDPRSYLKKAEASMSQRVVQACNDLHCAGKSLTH
VHR inh abs = inhibitors of human VHR1 phosphatase (DUSP3). P51452. recombinant VHR phosphatase, pNPP absorbance. inhibition, % at 13.3 µM. actives 0.52% (n = 290,000). AID 1654; in the data active means inhibition above about 50%; further: some compounds called inactive have numbers as strong as hits
Target sequence (P51452 whole entry, looked up): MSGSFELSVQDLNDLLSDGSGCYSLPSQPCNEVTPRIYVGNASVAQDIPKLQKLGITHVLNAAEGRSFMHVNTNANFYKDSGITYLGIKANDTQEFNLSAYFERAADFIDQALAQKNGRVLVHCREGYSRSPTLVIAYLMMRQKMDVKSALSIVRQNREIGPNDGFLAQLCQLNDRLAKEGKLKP
FadD28 binding = M. tuberculosis FadD28 bisubstrate binding inhibition | FadD28 bisubstrate probe binding, fluorescence polarization | actives 0.22% (n = 360,000) | inhibition, % at 12.5 µM; in the data active means inhibition above about 8.5%, passing the limit was not always enough
MazEF act = activators of E. coli MazEF toxin-antitoxin RNase; P0AE70; FAM/BHQ RNA-DNA oligo cleavage fluorescence, 5 h; activation, % at 20 µM; actives 0.32% (n = 350,000); AID 504720; in the data active means activation above about 50%
Target sequence (P0AE70 whole entry, looked up): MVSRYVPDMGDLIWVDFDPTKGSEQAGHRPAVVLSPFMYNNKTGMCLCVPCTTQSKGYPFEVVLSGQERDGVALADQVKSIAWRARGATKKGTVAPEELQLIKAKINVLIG
GDH-TPI counter = counter-screen for M. tuberculosis FBA inhibitors: GDH-TPI coupled enzymes. GDH-TPI coupled enzyme counterscreen, NADH absorbance. inhibition, % at 4.8 µM. actives 1.2% (n = 360,000). AID 588335;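 further: 0% = DMSO wells and 100% = wells lacking the enzyme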
Rv3671c protease = inhibitors of M. tuberculosis serine protease Rv3671c. inhibition, % at 5.96 µM. P9WHR9. actives 0.048% (n = 320,000); in the data active means inhibition above about 38%;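 further: extracellular domain of Rv3671c used as enzyme; 0% = enzyme with DMSO and 100% = no enzyme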
The depositor's hits bear a star; x = no result given. Unless noted, no stated cut-off is given here; in the data, active means inhibition above about 30%; inactive means the rest. No enrichment for hits; about 4.9% have a hit in one of these screens.

Fields: BoNT-F LC inh	CCHFV vOTU inh	MazEF act	GDH-TPI counter	Rv3671c protease	VHR inh abs	FBA Mtb inh	Mtb UGM inh	FadD28 binding	Mtb BioA inh
COc1ccc(C(=O)C2CCCN(C3CSCCSC3)C2)c(C)c1 (stereo not drawn)
  0.4	4.8	-0.8	2.2	2.8	0.8	-1.3	-1.0	-5.4	1.4
O=c1[nH]c(=S)[nH]c2c1C(c1ccc(Cl)cc1)OC(C1CCCCC1)C2 (stereo not drawn)
  -6.6	3.2	x	x	x	x	3.2	x	-2.1	3.9
Cn1c(=O)n(C)c2cc(/C=N/N=C3/NC(=O)C(CC(=O)O)S3)ccc21 (stereo not drawn)
  -3.7	-1.1	7.1	38.0*	-9.8	9.5	-0.8	1.3	-2.0	x
O=C(COc1ccc2ccc(=O)oc2c1)NCC(O)c1ccccc1 (stereo not drawn)
  2.7	6.9	7.7	7.9	-0.3	14.0	15.9	1.1	-1.1	3.8
CCOC(=O)c1ccc(N/C=C2/CCCC(C)C2=O)cc1 (stereo not drawn)
  -3.2	0.1	-1.5	15.7	-0.9	13.3	0.3	-2.2	-2.6	0.7
O=[N+]([O-])c1cccnc1N/N=C/c1ccccc1O
  -4.1	-0.1	2.7	-3.2	-8.3	8.5	-0.8	0.5	-0.6	x
O=C1c2ccccc2C(=O)N1CCSc1nnc(-c2ccco2)n1Cc1ccccc1
  -4.1	8.1	-4.0	-6.7	-0.1	19.4	-6.3	-0.7	-3.8	2.9
CCCc1nc2ccccc2c(=O)n1-c1c(C)n(C)n(-c2ccccc2)c1=O
  -0.8	4.3	0.0	-9.1	1.6	-7.5	3.1	-0.3	-2.1	-2.0
COc1ccccc1C(CNc1ccc(S(=O)(=O)N2CCCC2)cc1[N+](=O)[O-])N(C)C (stereo not drawn)
  -3.0	5.6	6.1	-6.3	-4.7	1.6	-5.4	0.8	-3.6	-0.2
CCN(CC(=O)Nc1ccc(NC(C)=O)cc1)C(=O)c1cc([N+](=O)[O-])ccc1Sc1ccc(Cl)cc1
  -11.5	-0.6	-10.4	24.9	x	x	-1.6	x	0.9	0.4
COc1ccc(S(=O)(=O)N2CCOCC2)cc1C(=O)Nc1ccc(N2CCCCCC2)cc1
  -12.5	15.0	-0.6	11.8	x	x	1.4	x	0.4	-0.3
Cc1ccc(NC(=O)NC(=O)N(C2CCCCC2)S(=O)(=O)c2ccccc2)cc1
  8.8	-9.6	1.2	15.0	-6.6	-6.7	0.6	-0.4	1.1	1.2
CCn1cc(/C=N/NC(=O)c2ccc3c(c2)OCO3)c(C)n1
  -18.0	4.1	0.2	16.5	-4.0	19.9	-10.8	0.9	-2.0	0.0
Cc1cc(C)cc(-n2c3nc4ccccc4nc3c3c(=O)n(Cc4ccco4)cnc32)c1
  27.2	7.8	2.4	11.2	-10.3	5.0	7.2	0.5	-6.4	-0.3
CCC(C(=O)NC1CCCCC1)n1c(SCc2ccccc2F)nc2ccncc21 (stereo not drawn)
  -5.9	11.4	6.7	1.4	2.9	3.9	-2.1	1.5	9.3*	2.1

Entries of single compounds from above. Screens in order: BoNT-F LC inh, CCHFV vOTU inh, MazEF act, GDH-TPI counter, Rv3671c protease, VHR inh abs, FBA Mtb inh, Mtb UGM inh, FadD28 binding, Mtb BioA inh
Cc1cc(C)cc(-n2c3nc4ccccc4nc3c3c(=O)n(Cc4ccco4)cnc32)c1 reads 27.2, 7.8, 2.4, 11.2, -10.3, 5.0, 7.2, 0.5, -6.4, -0.3
COc1ccc(S(=O)(=O)N2CCOCC2)cc1C(=O)Nc1ccc(N2CCCCCC2)cc1 reads -12.5, 15.0, -0.6, 11.8, x, x, 1.4, x, 0.4, -0.3
CCn1cc(/C=N/NC(=O)c2ccc3c(c2)OCO3)c(C)n1 reads -18.0, 4.1, 0.2, 16.5, -4.0, 19.9, -10.8, 0.9, -2.0, 0.0

(next part)
Fields: BoNT-F LC inh	CCHFV vOTU inh	MazEF act	GDH-TPI counter	Rv3671c protease	VHR inh abs	FBA Mtb inh	Mtb UGM inh	FadD28 binding	Mtb BioA inh
COC(=O)C1=C(C(=O)OC)C2C(C)=CC(C)=CN2C(C(=O)OC)=C1C(=O)OC (stereo not drawn)
  -7.9	-23.0	12.7	2.9	-16.2	-5.7	14.3	-2.9	0.2	x
O=C(/C=C/Nc1cccc([N+](=O)[O-])c1)c1ccco1
  8.7	-9.5	6.5	35.0*	5.8	x	-2.2	-1.2	-1.2	-1.1
O=C(Cc1ncc(C(F)(F)F)cc1Cl)NCc1ccco1
  2.2	12.1	0.2	-7.9	-3.8	20.2	-3.3	2.2	-2.3	1.3
O=C(c1cnn(C(=O)COc2ccccc2F)c1)c1cc(F)ccc1O
  -2.3	-1.6	15.9	7.3	1.5	22.8	1.9	1.2	-1.2	x
COc1ccc(/C=C(\NC(=O)c2ccccc2)C(=O)OC[C@@H]2CCC[N+]3(C)CCCCC23)cc1OC (stereo partly drawn)
  -6.5	1.8	9.9	10.4	-9.0	33.6	-2.4	1.8	-0.4	0.4
O=C(Cc1ccccc1F)Nc1cc(S(=O)(=O)N2CCOCC2)ccc1N1CCOCC1
  5.7	-9.0	-8.5	4.2	-8.2	x	-0.3	-1.5	-3.0	0.7
CCOc1ccc(N/C(C)=C/C(=O)c2ccc3c(c2)OCCO3)cc1
  x	1.9	-6.6	16.2	5.4	16.2	0.5	-1.1	-1.1	x
NC(=O)COC(=O)CCCc1nc2ccccc2s1
  0.7	7.5	0.6	3.9	-0.9	6.4	1.4	0.5	-2.9	-0.7
COc1ccccc1CNC(=O)CN(C)S(=O)(=O)c1ccc(F)cc1
  1.4	6.6	3.9	-15.7	-6.5	11.8	-1.1	3.0	-3.0	2.5
CC(C)(C)c1ccc(C(=O)NCc2nnc(SCC(=O)NC3CCCC3)o2)cc1
  1.7	4.7	-0.5	2.0	-3.1	-11.2	-2.5	-0.2	0.8	-0.5
CCCCOC(=O)Nc1nc(C)c(C(=O)OCC)s1
  -0.4	11.9	5.0	-7.5	-4.3	15.3	-0.7	0.1	-3.2	-1.5
O=C(/C(=N\O)n1cncn1)c1ccc(Br)cc1Br
  6.6	-5.0	6.2	19.8	9.5	6.2	2.8	-2.1	0.6	-1.7
CCOc1ccc(NC(=O)c2ccc(NC(=S)NC3CC3)cc2)cc1
  1.6	-12.2	-3.0	7.0	7.8	17.6	-2.0	-0.8	-1.5	0.6
COc1cc(C(=O)NC2CCN(CC(=O)NC3CCCCC3)CC2)cc(OC)c1OC
  6.8	5.0	-1.6	-1.5	13.0	17.1	6.5	-1.9	x	x
CCc1nc2ccc(C(=O)Nc3ccc(C(N)=O)cc3)cn2c1N(CCC(C)C)CCN(C)C
  -2.1	8.1	x	1.8	x	x	11.3	x	-4.6	2.9

New compounds follow.
Fields: BoNT-F LC inh	CCHFV vOTU inh	MazEF act	GDH-TPI counter	Rv3671c protease	VHR inh abs	FBA Mtb inh	Mtb UGM inh	FadD28 binding	Mtb BioA inh
COc1ccc(C(=O)CSc2nc(C)cc(C)n2)cc1C
  -18.6	-6.0	2.7	-3.5	-18.6	-12.0	-2.0	0.0	0.2	4.5
Cc1ccc(OCCC(=O)Nc2cc(S(=O)(=O)N3CCOCC3)ccc2N2CCCC2)cc1
  -4.5	8.7	1.1	13.7	x	x	1.0	x	-7.8	-0.9
O=C(NCCN1CCN(c2ccccc2)CC1)c1cccc(Cl)c1
  -4.1	3.4	-6.5	1.3	-10.4	-34.8	3.6	0.6	1.3	3.8
COc1ccc(CCNC(=O)CCCN2C(=O)c3ccccc3C2=O)cc1
  1.6	9.5	6.1	1.9	7.8	-11.2	4.6	0.3	0.3	x
CC(C)(C)c1ccc(-n2ncc3c2CCCC3NC(=O)C2(C(N)=O)CC2)cc1 (stereo not drawn)
  -1.4	7.1	0.1	-21.7	-8.8	-69.5	3.2	-1.7	-4.7	1.8
CCC(=O)Nc1nnc(SCC(=O)Nc2cccc(Cl)c2)s1
  0.0	0.8	0.2	7.2	-4.7	14.5	-0.1	-1.5	-2.1	3.5
CCN(CC)CCN(Cc1cc2cc(C)c(C)cc2[nH]c1=O)C(=S)NCc1ccco1
  -21.0	1.2	-0.7	4.4	-14.4	15.1	1.8	1.3	-4.4	x
Cc1csc(Nc2nc(N)c(C(=O)Nc3cc(Cl)ccc3F)o2)n1
  32.8	-6.9	13.1	13.3	-0.3	6.1	-0.7	-0.9	1.2	-1.0
CC(C)(C)OC(=O)NCc1ccc(CNC(=O)c2[nH]cnc2C(=O)NCC(=O)OCc2ccccc2)cc1
  -2.8	17.1	-4.1	-4.3	-18.5	24.4	-1.5	-0.7	-3.5	0.3
Cc1ccc(C)n1CCN1CCN(C(=O)c2ccco2)CC1
  16.2	6.3	7.8	4.5	1.3	15.4	-0.4	-0.4	-3.2	-0.8
CCCc1nn2c(=O)cc(CSCC(=O)Nc3ccc(F)cc3)nc2s1
  1.3	-12.4	17.9	8.2	-8.9	45.3	1.6	4.0	-0.5	-2.9
CC(=O)Nc1ccc(N2C(=O)CC(Sc3nccc(C)n3)C2=O)cc1 (stereo not drawn)
  2.2	-4.8	-3.1	16.3	-1.8	1.0	-1.5	-1.1	-0.1	-0.9
Cc1cccc(C)c1OCC(=O)Nc1cccc(S(=O)(=O)N2CCCC2)c1
  -2.9	4.7	7.0	-4.6	1.1	x	0.2	0.8	-5.8	-1.9
COc1ccc(NC(=O)C2CCN(S(=O)(=O)c3c(C)noc3C)CC2)cc1Cl
  -0.7	15.4	4.7	3.2	13.7	14.6	0.9	1.0	0.2	0.1
COc1ccc(NC(=O)c2ccncc2)cc1S(=O)(=O)N1CCCCC1
  -6.5	-3.7	-2.8	4.6	x	x	4.9	x	2.5	-0.6
CCc1ccc(C2CC(=O)NC(SCC(=O)OC(C)C)=C2C#N)cc1 (stereo not drawn)
  -5.8	0.1	-4.4	0.5	-1.8	4.0	1.4	4.1	0.3	0.9
CN(C(=O)CNC(=O)c1ccc(Br)o1)C1CCCCC1
  -8.7	5.4	2.0	-7.1	-8.4	-12.0	4.7	-3.1	-2.3	-0.9
CCOC(=O)c1nnsc1-c1ccc(-c2snnc2C(=O)OCC)cc1
  -5.7	4.7	0.0	6.0	3.3	27.7	4.7	-0.5	-0.1	7.9

Structural class, the compounds so far containing an NH in an aromatic ring
Fields: BoNT-F LC inh	CCHFV vOTU inh	MazEF act	GDH-TPI counter	Rv3671c protease	VHR inh abs	FBA Mtb inh	Mtb UGM inh	FadD28 binding	Mtb BioA inh
O=c1[nH]c(=S)[nH]c2c1C(c1ccc(Cl)cc1)OC(C1CCCCC1)C2 (stereo not drawn)
  -6.6	3.2	x	x	x	x	3.2	x	-2.1	3.9
CCN(CC)CCN(Cc1cc2cc(C)c(C)cc2[nH]c1=O)C(=S)NCc1ccco1
  -21.0	1.2	-0.7	4.4	-14.4	15.1	1.8	1.3	-4.4	x
CC(C)(C)OC(=O)NCc1ccc(CNC(=O)c2[nH]cnc2C(=O)NCC(=O)OCc2ccccc2)cc1
  -2.8	17.1	-4.1	-4.3	-18.5	24.4	-1.5	-0.7	-3.5	0.3

Bioassay records (PubChem)
